GPR151 ag – human GPR151 activation | activation, % at 11.2 µM | PathHunter beta-arrestin GPR151 cells, luminescence | Q8TDV0 | 1% of 650,000 active; in the data active = activation above about 4.9%;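 note: 0% = median of compound wells and 100% = cells with positive control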
Target sequence (Q8TDV0 whole entry, looked up): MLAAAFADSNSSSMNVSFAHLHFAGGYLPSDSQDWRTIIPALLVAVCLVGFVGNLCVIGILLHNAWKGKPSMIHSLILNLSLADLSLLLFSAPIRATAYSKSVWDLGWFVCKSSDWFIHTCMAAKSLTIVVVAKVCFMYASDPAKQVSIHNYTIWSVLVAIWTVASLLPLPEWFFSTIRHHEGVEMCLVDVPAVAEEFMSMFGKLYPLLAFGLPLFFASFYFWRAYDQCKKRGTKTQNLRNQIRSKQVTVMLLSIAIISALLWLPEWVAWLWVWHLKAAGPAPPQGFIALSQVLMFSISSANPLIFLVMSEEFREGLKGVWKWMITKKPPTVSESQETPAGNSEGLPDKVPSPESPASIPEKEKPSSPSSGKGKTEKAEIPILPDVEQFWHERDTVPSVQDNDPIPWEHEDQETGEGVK
TEAD-YAP inh – TEAD-YAP interaction inhibition; inhibition, % at 9.12 µM; 1.4% of 640,000 active; HEK-TIYL cells, TEAD-Gal4/YAP UAS-luciferase luminescence; in the data active = inhibition above about 32%;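 note: 0% = median of test compound wells and 100% = reference inhibitor wells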
FBW7 activator – activators of human E3 ligase FBW7; Q969H0; AlphaScreen FBW7–phospho-cyclin E peptide binding, activator screen; normalized activity (activation), % at 26.1 µM; 0.13% of 650,000 active; in the data active = normalized activity above about 1.9%;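 note: purified mutant Fbw7 with reduced substrate affinity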
MITF inh – blocks human microphthalmia-associated transcription factor | AlphaScreen MITF homodimerization, bead proximity signal | AID 1259374 | inhibition, % at 2.6 µM | O75030 | 0.91% of 650,000 active; in the data active = inhibition above about 50%;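 note: 0% = vehicle wells with protein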
Target sequence (O75030 whole entry, looked up): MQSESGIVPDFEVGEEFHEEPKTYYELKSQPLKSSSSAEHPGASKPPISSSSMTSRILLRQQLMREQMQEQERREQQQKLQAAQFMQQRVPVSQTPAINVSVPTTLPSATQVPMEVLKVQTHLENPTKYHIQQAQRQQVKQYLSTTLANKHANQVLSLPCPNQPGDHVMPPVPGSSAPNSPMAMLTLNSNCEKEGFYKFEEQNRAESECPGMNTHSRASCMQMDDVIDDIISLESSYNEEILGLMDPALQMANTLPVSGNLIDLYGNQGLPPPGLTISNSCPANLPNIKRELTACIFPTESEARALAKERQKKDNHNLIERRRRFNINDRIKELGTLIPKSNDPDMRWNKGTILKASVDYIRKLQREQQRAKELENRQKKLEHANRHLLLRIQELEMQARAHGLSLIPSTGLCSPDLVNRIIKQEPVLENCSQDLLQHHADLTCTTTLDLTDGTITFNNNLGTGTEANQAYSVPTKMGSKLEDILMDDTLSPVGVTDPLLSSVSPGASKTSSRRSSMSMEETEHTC
Active calls of the source: *.

SMILES	GPR151 ag	TEAD-YAP inh	FBW7 activator	MITF inh
Cc1ccnc(NS(=O)(=O)c2ccc(NC(=O)c3ccc4c(c3)OCO4)cc2)n1	0.3	1	-0.3	8
NNC(=S)Nc1ccc(Cl)c(Cl)c1	-1.2	-6	0.6	5
CCOC(=O)N1CCN(c2c(N3CCN(c4ccccc4OC)CC3)c(=O)c2=O)CC1	-0.1	-19	1.1	14
CC(C)CC(C(=O)Nc1ccc2c(c1)OCCO2)N1C(=O)c2ccccc2C1=O (stereo not given)	0.6	1	0.0	-1
CN(C)C(=O)c1nc2ccc(Cl)cn2c1CN1CCCN(c2ncccn2)CC1	-0.7	2	0.0	-13
NC(=O)C1CCN(CC(=O)Nc2ccc(OC(F)F)cc2)CC1	1.6	4	0.2	17
O=C1C2C3C=CC(C3)C2C(=O)N1/N=C/c1cc(Br)cc([N+](=O)[O-])c1O (stereo not given)	-1.6	-2	-0.1	-13
CCSc1nc2c(c(=O)n(C)c(=O)n2C)n1CC	0.6	-3	-0.1	5
O=C(/C=C/c1ccccc1)Oc1ccc2ccccc2c1	0.2	1	-0.1	-8
Fc1ccccc1-c1cnn2c(NCc3ccc4c(c3)OCO4)ccnc12	1.1	-15	0.3	12
O=[N+]([O-])c1cc(/C=N/NC(=S)Nc2ccccc2)ccc1O	-1.8	-6	0.0	-17
COc1cc2[nH]c(=S)nc(Nc3cccnc3)c2cc1OC	0.8	10	0.5	3
O=CN1CCCN(c2nc3nonc3nc2N2CCCCCC2)CC1	2.0	2	-0.1	8
Cc1cc(-n2c(SCc3cc(=O)n4cc(Cl)ccc4n3)nc3ccsc3c2=O)ccc1Cl	0.7	2	0.1	5
CCCCCCOc1ccc(OC(=O)c2cccc(C(=O)Oc3ccc(OCCCCCC)c(C#N)c3C#N)n2)c(C#N)c1C#N	0.3	-5	-0.1	17
COc1cc2c(cc1OC)C1C(C(=O)N3CCCC(C)C3)c3ccccc3C(=O)N1CC2 (stereo not given)	-0.5	1	-0.1	3
O=C(Cn1c(=O)n(CC2CCCO2)c(=O)c2ccccc21)Nc1ccc(Cl)cc1Cl (stereo not given)	0.3	14	0.1	2
CC(=O)NC(=S)N1CCCc2ccccc21	-0.4	25	-0.1	15
CCOC(=O)C(=O)Nc1sc(C(=O)Nc2cccc([N+](=O)[O-])c2)c(C)c1C(=O)OC	-0.4	-46	-0.1	-8
CCOCCc1nnc(NC(=O)COC)s1	3.8	0	0.1	-2
Cc1cccc(Nc2nc(N)nc(CN3CCN(Cc4ccccc4)CC3)n2)c1	-0.5	-7	-0.3	-4
COc1ccc(C2=NN(C(=O)CCCC(=O)O)C(c3cccc(OC)c3OC)C2)cc1 (stereo not given)	-0.9	-6	0.3	7
COc1ccccc1C(=O)Nc1ccccc1C(=O)N1C(C)CCCC1C (stereo not given)	0.5	-4	-0.2	13
O=C(c1cccc([N+](=O)[O-])c1)N(Cc1ccccc1F)N1C(=O)c2ccccc2C1=O	-1.3	-2	0.1	-3
CN1C(=O)c2ccccc2C(C(=O)NCc2cccs2)C1c1c[nH]c2ccccc12 (stereo not given)	-0.6	13	-0.1	7
O=C(NCCOc1ccc2c(c1)CCCC2)c1cc(C(=O)NCCOc2ccc3c(c2)CCCC3)cc([N+](=O)[O-])c1	0.7	0	0.0	0
Cn1c(O)c(C(c2ccc(F)cc2)c2c(O)n(C)c(=S)[nH]c2=O)c(=O)[nH]c1=S	-1.8	-3	-0.1	3
CC1c2cccn2CCN1S(=O)(=O)c1ccc(Br)cc1Cl (stereo not given)	-0.4	-5	-0.2	4
COc1ccccc1NCC(=O)N/N=C/c1c(O)ccc2ccccc12	-0.3	20	0.0	18
COc1ccc(-c2csc(Nc3ccc4c(c3)OCO4)n2)cc1F	0.0	-56	0.2	23
c1ccc(OCCNc2nc(Nc3ccccn3)nc3c2ncn3C2CCCCC2)cc1	-1.0	6	0.0	10
COc1ccccc1Nc1cc(N(C)C)c2nonc2c1[N+](=O)[O-]	1.3	-1	0.0	-5
Cc1ccc(C(=O)Nc2ccn(C3OC(CO)C(O)C3O)c(=O)n2)cc1 (stereo not given)	1.0	-4	-0.1	5
COc1ccc(Cl)cc1NS(=O)(=O)c1cc(Cl)ccc1Cl	0.0	-6	0.2	-2
Cc1cc(Br)ccc1NC(=O)C(=O)NCc1ccncc1	0.5	-8	0.0	7
Cc1ccc(S(=O)(=O)N2CC(O)CC2C(=O)O)cc1C (stereo not given)	1.6	2	-0.1	3
O=C(C1CCC1)N1CCc2cc(S(=O)(=O)N3CCN(c4ccccc4F)CC3)ccc21	-0.6	-5	-0.2	-10
Cc1ccc(CNC(=O)c2ccc3c(c2)nc(C)n3-c2ccc(Br)cc2)cc1	-0.1	-2	0.1	2
O=C(CSc1nc2ccsc2c(=O)n1CCc1ccc(Cl)cc1)NC1CCCC1	0.4	12	0.8	11
O=C(CSc1nc(=O)[nH]c2c1CCCC2)c1ccccc1	-0.6	-8	0.8	1
CCOC(=O)c1ccc(N2C(SC)=NC(=Nc3cccc(C)c3)C23CCCCC3)cc1	-1.1	2	-0.1	-6
CC(=O)c1cc(-c2ccccc2)n(CCC(=O)NC2CCCC2)c1C	0.9	-4	-0.1	2
COCCCNC(=O)c1ccccc1-c1ccccc1	1.2	-6	0.0	1
O=C(NCC1CCCO1)c1ccc2nc3[nH]c4ccccc4c3nc2c1 (stereo not given)	0.5	-2	0.0	11
CC(C)(C)C1CCC2(CC1)Nc1ccccc1C(=O)N2c1ccc(Cl)cc1 (stereo not given)	-4.2	-36	0.5	0
Cc1cccc(-c2noc(CNC(=O)C(C)Oc3ccc(Br)cc3)n2)c1 (stereo not given)	-1.4	1	0.0	-7
O=C(c1ccc(Cl)cc1)c1cc(NC(=O)c2cc(Br)cc(Br)c2O)ccc1Cl	8.2*	7	0.2	3
COc1ccc(Oc2nsnc2N2CCOCC2)cc1	0.5	-10	-0.4	4
CCc1nc(C)cn1S(=O)(=O)c1ccc(I)cc1	0.4	2	0.3	18
Cc1ccc(S(=O)(=O)Oc2ccc(/C=C(/NC(=O)c3ccccc3)C(N)=O)cc2)cc1	0.3	2	-0.1	-4
COc1ccc(C(C[N+](=O)[O-])c2c[nH]c3ccccc23)cc1 (stereo not given)	1.7	2	-0.1	-11
CCCN(CCC)CCN1C(=O)C2C(C(=O)Nc3ccc(Br)cc3)C3C=CC2(O3)C1C(=O)NC1CCCCC1 (stereo not given)	2.6	3	0.1	5
O=c1oc2ccccc2cc1-c1nc(-c2ccccc2)cs1	1.8	-5	0.6	2
CCc1nn(CC(=O)NCc2ccccc2)c(=O)c2cc3occc3n12	-1.0	4	-0.2	5
CCOC(=O)c1c2n(c3cc(Br)c(OC)cc13)CCN(Cc1ccccc1)C2	-2.3	3	0.0	5
C=C(c1ccccc1)n1c(=O)[nH]c2ccccc21	0.1	-4	0.1	-10
CCN(CC)c1nc(NCCc2ccc(OC)cc2)nc(N2CCN(c3ccccn3)CC2)n1	1.0	-1	-0.1	3
COc1ccc(S(=O)(=O)N2CCC(c3nc4ccccc4[nH]3)CC2)cc1C	-1.8	8	0.8	16
COC(=O)C1CC(=O)N(C)C12CCN(C(=O)CN1CCOc3ccccc3C1)CC2 (stereo not given)	-1.0	-6	-0.1	-4
CCC[C@@H]1NC(=O)[C@H]2CN(Cc3cc(C)ccc3F)CCN2C1=O	-1.4	-3	0.8	9

New compounds follow:
SMILES	GPR151 ag	TEAD-YAP inh	FBW7 activator	MITF inh
COc1ccc(C(=O)N2CCC(O)(c3nccn3C)CC2)cc1	-0.6	-1	-0.2	8
Cc1cc2ccccc2n2c(=O)n(CC(=O)Nc3ccccn3)nc12	0.5	-2	0.7	9
CC(C)(C)C(=O)NC1(C(F)(F)F)C(=O)Nc2c1c(=O)[nH]c(=O)n2-c1ccc(F)cc1 (stereo not given)	0.4	-1	-0.1	6
CCOC(=O)C1=NN(c2ccccc2)CC1C(=O)OC (stereo not given)	0.3	-6	0.2	2
O=S(=O)(Cc1ccccc1Cl)NCCOc1ccccc1	0.8	3	0.1	-1
COC(=O)N/N=C/c1ccc(Cl)cc1	-0.3	-31	0.1	5
CCOC(=O)C1=C(C)N=c2s/c(=C\c3ccc(N(C)C)c(Br)c3)c(=O)n2C1c1ccc(OC)cc1 (stereo not given)	2.6	7	-0.1	-11
COc1ccc(Cl)cc1NC(=S)N1CCN(C(=O)C2CCCO2)CC1 (stereo not given)	-2.6	12	0.5	17
c1ccc(-c2ccc(-c3ccccn3)nn2)nc1	-9.5	44*	-0.1	86*
O=C(CN1CCOCC1)Nc1ccc(F)c(F)c1F	-0.1	8	0.1	4
O=C(NCc1ccccn1)c1cccc(S(=O)(=O)N2CCCC2)c1	-0.2	-10	0.0	-9
O=C1CCCN2N=C(SCc3c(F)cccc3Cl)SC2=N1	0.7	-54	-0.1	-6
OCCC1CN(Cc2c(O)ccc3ccccc23)CCN1Cc1ccccc1 (stereo not given)	1.2	-3	-0.2	-1
COC(=O)c1c(NC(=O)CCN2CC(C)OC(C)C2)sc(C)c1C (stereo not given)	-0.5	18	0.2	3
O=C(NC(=S)N1CCCC1)c1cccc([N+](=O)[O-])c1	-1.0	0	0.0	13
O=C(/C(=C/c1cc([N+](=O)[O-])ccc1O)n1cncn1)c1ccc(Cl)cc1	-0.7	5	0.1	5
COc1ccccc1CNC(=O)CCCOc1ccccc1	0.1	-8	-0.1	7
Cc1cc(OCCOc2ccc(/C=C3/C(=N)N4N=C(CC(C)C)SC4=NC3=O)cc2)ccc1Cl	0.0	1	0.2	1
S=c1[nH]nc(-c2ccccc2Cl)n1-c1ccccc1	0.5	1	-0.2	0
CC(C)CC(NC(=O)c1ccc2c(c1)OCCO2)C(=O)O (stereo not given)	-0.3	-1	0.0	19
O=C1C(=O)c2ccccc2C(O)=C1c1ccccc1Cl	-0.3	2	-0.1	10
CCCCOc1ccc(Nc2ncnc3ccccc23)cc1	-1.7	-94	-0.2	2
Nc1[nH]nc2nc(N3CCOCC3)nc(-c3ccccc3)c12	0.8	-18	0.1	0
COc1ccc(/C=C/C(O)=C2/C(=O)N(C)C34CCCC3C2c2ccccc2O4)cc1 (stereo not given)	0.5	2	0.3	4
CC(C)(C)OC(=O)N1CCC[C@H]1C(=O)c1nccs1	0.0	0	0.0	21
Cc1ccc(NC(=O)c2ccccc2)cc1	-1.3	-4	0.0	-8
O=C(NCc1nc2ccccc2[nH]1)c1cccc(Nc2ccncn2)n1	-0.4	-9	-0.1	13
N#Cc1ccc(OCC(=O)NNC(=O)C2c3ccccc3Oc3ccccc32)cc1	1.7	8	0.1	0
O=C(Nc1cccc(F)c1)c1cc(S(=O)(=O)N2CCN(c3ccccc3)CC2)ccc1F	0.0	4	0.3	13
CCOc1ccccc1NC(=O)/C(C#N)=C/c1ccc(OC)c(OC(C)C)c1	0.1	-4	0.0	-2
COc1ccc(S(=O)(=O)Nc2ccc(F)c(Cl)c2)cc1I	0.3	-23	0.4	2
CCCCc1ccc(-c2nc(Cc3ccccc3)no2)cc1	1.4	4	0.1	4
COc1ccc(N=C2SC(C(=O)O)CC(=O)N2C)cc1 (stereo not given)	-1.6	-4	0.2	-9
COc1ccc(S(=O)(=O)N(C2=NCCCS2)c2ccc(F)cc2)cc1OC	0.9	1	0.0	15
CN(C)CCNC(=O)[C@@H]1C[C@H](Sc2ccc(F)cc2)CN1Cc1cccc(O)c1	1.2	-1	-0.1	-11
COCCCNc1oc(-c2ccccc2)nc1S(=O)(=O)c1ccccc1	-1.1	13	0.1	4
Cc1noc(/C=C/N(C)C)c1S(=O)(=O)NCCN1CCN(c2ccccc2F)CC1	4.6	-4	0.2	-3
N#C/C(=C/c1ccccc1[N+](=O)[O-])C(=O)Nc1ccc(Cl)cc1	-0.8	-9	-0.2	-12
Cn1cccc1C1C(C#N)=C(N)Oc2n[nH]c(-c3ccccc3)c21 (stereo not given)	-1.3	2	-0.3	3
CC(C)(C)C(=O)ON1C(=O)c2ccccc2C1=O	0.5	-3	0.2	6
Cc1nc2c3ccccc3nc(SCC(=O)c3ccc(Br)cc3)n2n1	-1.2	17	0.8	15
N#C/C(=C\c1ccc(-c2cccc(C(F)(F)F)c2)o1)c1ccc(Cl)cc1	0.2	8	0.1	10
COCC(=O)Nc1ccc(C)c(Cl)c1	-1.6	-14	0.1	16

Compound activity as filed in PubChem BioAssay.

Outcome played no part in choosing rows (roughly 3.4% active in at least one column).
